Screens: PubChem BioAssay, National Center for Advancing Translational Sciences (NCATS)
Sm TGR inh = inhibitors of Schistosoma mansoni thioredoxin glutathione reductase; Potency, µM (highest dose often 114 µM), without a hit: at the top dose activity change, negative = inhibition, usual class: inhibitors; purified TGR, DTNB reduction, TNB absorbance 405 nm; hit rate 3% among 360,000; AID 485364; also: potency is read from the fitted curve at half-maximal effect; nearly all actives have a fitted effect of over 60% in size
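TGR 20 nM + NADPH 100 uM (dispensed conc.), cpd preinc 15 min RT; start with NADPH (500 uM addition) then DTNB (15 mM addition). Kinetic TNB absorbance, 405 nm filter. Four-parameter Hill fit across titration.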
TbPYK inhibitor = blocks Trypanosoma brucei pyruvate kinase. TbPYK enzyme, Kinase-Glo Plus ATP luminescence, 45 min. Potency, µM (doses to about 76.8 µM), for inactives: at the top dose activity, negative = inhibition, actives largely listed as inhibitors. hit rate 0.12% among 410,000. Q57TT1; also: potency is read from the fitted curve at half-maximal effect; nearly all actives have a fitted effect of over 50% in size
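Glycolytic pyruvate kinase of T. brucei was incubated with substrate, test compound and 130 uM ADP for 45 minutes at room temperature. Luminescent Kinase-Glo Plus signal was measured after 10 minutes.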
AmpC detergent = inhibitors of E. coli AmpC beta-lactamase with detergent. P00811. AmpC hydrolysis of nitrocefin, absorbance 480 nm, 0.01% Triton. Potency, µM (titrated, usually from 114 µM), without a hit: top-dose activity change, negative = inhibition, hits mostly inhibitors. hit rate 0.041% among 370,000;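 also: potency is read from the fitted curve at half-maximal effect; 0% = no-compound wells and -100% = no-enzyme wells; nearly all actives have a fitted effect of over 25% in size; some results filed as inactive show a strong effect at the top dose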
Target sequence (P00811 whole entry, looked up): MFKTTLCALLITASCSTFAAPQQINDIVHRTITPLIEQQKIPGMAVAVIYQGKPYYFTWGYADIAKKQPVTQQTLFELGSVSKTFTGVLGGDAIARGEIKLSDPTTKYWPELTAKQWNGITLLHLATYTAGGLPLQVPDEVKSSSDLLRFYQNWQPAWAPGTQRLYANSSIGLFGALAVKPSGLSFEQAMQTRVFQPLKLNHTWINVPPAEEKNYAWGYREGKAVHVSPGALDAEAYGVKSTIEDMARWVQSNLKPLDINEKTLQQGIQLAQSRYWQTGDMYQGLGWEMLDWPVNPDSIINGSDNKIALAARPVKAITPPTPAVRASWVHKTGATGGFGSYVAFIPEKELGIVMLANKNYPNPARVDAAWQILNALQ
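20 mM phosphate pH 7.0 + 0.01% (detergent screen) or 0.0001% Triton X-100; 5.3 nM AmpC reagent; cpd preinc 15 min RT; nitrocefin (800 uM stock) to start; A480 q20 s × 4 min; Activity was normalised to no-enzyme and no-compound control wells.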
LmPK inhibitor = LmPK (Leishmania mexicana) enzyme inhibition; purified LmPK, Kinase-Glo ATP luminescence, 1 h; Potency, µM (titrated, usually from 57.5 µM), for the others: at the highest dose activity change, negative = inhibition, most hits filed as inhibitors; AID 1721; hit rate 0.37% among 290,000; also: potency is read from the fitted curve at half-maximal effect
Target sequence (Q27686 whole entry, looked up): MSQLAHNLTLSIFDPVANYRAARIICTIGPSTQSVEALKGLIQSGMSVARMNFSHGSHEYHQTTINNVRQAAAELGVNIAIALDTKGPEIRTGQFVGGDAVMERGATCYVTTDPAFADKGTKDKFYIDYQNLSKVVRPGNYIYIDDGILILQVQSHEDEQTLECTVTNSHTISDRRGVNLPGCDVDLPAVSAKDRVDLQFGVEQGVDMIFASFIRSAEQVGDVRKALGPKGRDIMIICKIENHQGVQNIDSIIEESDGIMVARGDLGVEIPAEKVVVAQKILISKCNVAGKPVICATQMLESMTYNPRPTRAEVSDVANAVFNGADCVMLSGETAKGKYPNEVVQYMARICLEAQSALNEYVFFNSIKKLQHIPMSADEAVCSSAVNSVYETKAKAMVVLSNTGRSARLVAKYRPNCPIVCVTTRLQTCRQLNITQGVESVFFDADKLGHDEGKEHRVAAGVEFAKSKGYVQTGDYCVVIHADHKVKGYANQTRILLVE
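0.1 nM LmPK, 0.5 mM PEP, 0.1 mM ADP; 50 mM imidazole pH 7.2, 7 mM MgCl2, 50 mM KCl; 1 h RT. Kinase-Glo luminescence readout, normalized to no-enzyme (full inhibition) and uninhibited wells.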
AMA1 RON2 block = disrupts binding of P. falciparum AMA1 to RON2. hit rate 0.2% among 360,000. AlphaScreen AMA1-biotinylated RON2 peptide binding. Potency, µM (series often up to 58.2 µM), for the others: at the highest dose activity change, negative = inhibition, actives largely listed as inhibitors;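 also: potency is read from the fitted curve at half-maximal effect; 0% = vehicle wells and -100% = peptide control; nearly all actives have a fitted effect of over 45% in size; some results filed as inactive show a strong effect at the top dose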
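AMA1 (3D7) with his tag at 25 nM final met compounds first, then biotinylated RON2 peptide at 25 nM; detection used donor plus acceptor beads, 10 µg/mL apiece, read by AlphaScreen after 30 min at room temperature.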
HCMV antiviral = inhibitors of human cytomegalovirus; HFF cells, HCMV-luciferase reporter, 72 h; active compounds read low; activity change, negative = inhibition, % at 57.5 µM; hit rate 4.5% among 410,000; AID 1259415; in the data active = activity change below about -60%; inconclusive = no clear call, values can overlap the other calls; inactive = above about -39%
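Steps: HFFs plated, 16 h 37C; compounds added; HCMV-luciferase added to MOI 1 PFU/cell; 72 h 37C; OneGlo reagent, 5 min room temperature; luminescence read, normalized to controls.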
AmpC inh no detg = inhibitors of E. coli AmpC beta-lactamase without detergent | Potency, µM (series often up to 57.1 µM), without a hit: at the highest dose activity change, negative = inhibition, most hits filed as inhibitors | P00811 | AID 485341 | AmpC nitrocefin hydrolysis, absorbance 480 nm, 0.0001% Triton | hit rate 0.52% among 330,000;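 also: potency is read from the fitted curve at half-maximal effect; plate controls were no compound for no effect and no enzyme for full effect; nearly all actives have a fitted effect of over 20% in size; some results filed as inactive show a strong effect at the top dose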
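20 mM phosphate pH 7.0 + 0.01% (detergent screen) or 0.0001% Triton X-100; 5.3 nM AmpC reagent; cpd preinc 15 min RT; nitrocefin (800 uM stock) to start; A480 q20 s × 4 min; Activity was normalised to no-enzyme and no-compound control wells.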
The depositor's hits bear a star; ? = inconclusive; nt = not tested or not shown; & = joins results of further samples; [ ] = remark or other dose. Unless noted, calls follow the shape of the dose curve; as a rule, active = well fitted curve in the direction sought with a large enough effect; inconclusive = small, poorly fitted or top-dose-only effect, or another doubt; inactive = no such curve, though single readings can be large; an effect the other way counts as inactive or inconclusive. Unless noted, % is scaled to controls: 0 for no effect and ±100 for the full control effect.

#1 COC(=O)C(NC(=O)c1ccccc1)=C(C)C
#2 COc1ccc(CCn2c(-c3ccc(OC)cc3)nc3c(c(=O)c4ccccc4n3C)c2=O)cc1
#3 Cc1nc(SCC(=O)NC(=O)NC(C)C)nc(C)c1C
#4 CCOc1ccc(NC(=O)CCNC(=O)c2ccc(Br)cc2)cc1
#5 CCOCCCNC(=O)Cn1cc2c(n1)-c1c(oc(C(=O)N3CCCC3)c1C)CC2
#6 CN1CCC(=NNc2ncnc3sc4c(c23)CCCC4)CC1
Assay by compound	1	2	3	4	5	6
Sm TGR inh	1%	-3%	-2%	-3%	-4%	-9%
TbPYK inhibitor	-28%	4%	-4%	6%	2%&-3%	-10%
AmpC detergent	4%	1%	-1%	-11%	17%	-12%
LmPK inhibitor	3%	6%	5%	0%	nt	-4%
AMA1 RON2 block	6%	-3%	0%	-2%	12%	-5%[2.32 µM]
HCMV antiviral	4	34	13	37	-14&8	-18
AmpC inh no detg	-8%	-17%	-7%[2.29 µM]	-10%	nt	34%

#7 COCCN(C(=O)c1ccccc1F)c1nc(-c2ccc(OC)cc2)cs1
#8 CCn1c(SCC(=O)Nc2nc(-c3ccc(C)cc3)cs2)nnc1-c1ccccc1O
#9 O=C(/C=C/c1cccc(Cl)c1Cl)OCC(=O)N1CCOCC1
#10 O=C(O)c1ccc2c(c1)S(=O)(=O)c1cc(N3CCN(c4cnccn4)CC3)ccc1C2=O
#11 COc1ccc(NC(=O)Cn2nnc(C(=O)NCc3ccco3)c2N)cc1
#12 COC(=O)c1cc(-c2ccc(OC)c(OC)c2)n[nH]1
Assay by compound	7	8	9	10	11	12
Sm TGR inh	12%	-2%	-8%	nt	-2%	-13%
TbPYK inhibitor	0%	-1%	2%	-9%	5%	0%
AmpC detergent	-5%	6%	?	nt	-1%	0%
LmPK inhibitor	-7%	3%	nt	nt	2%	-1%
AMA1 RON2 block	-12%	3%	-3%	-5%	-4%	1%
HCMV antiviral	25	-70*	-22	-20	14	20
AmpC inh no detg	11%	-8%	20%	nt	-10%	-10%

#13 CCS(=O)(=O)c1ccc(C(=O)NC)c(Cl)c1Cl
#14 CCO/C(C)=C1\C(=O)Nc2ccccc21
#15 Cc1ccc(NC(=O)c2cc3ccccc3oc2=O)cc1S(=O)(=O)N(C)C
#16 CCOC(=O)C1CCN(S(=O)(=O)Cc2ccccc2)C1=O (stereo not given)
#17 O=C(Nc1ccc(F)cc1)c1cc2c(s1)CCCC2
#18 Cn1c2ccccc2c2n[nH]c(=O)nc21
Assay by compound	13	14	15	16	17	18
Sm TGR inh	8%	-2%	5%	0%[11.4 µM]	-1%	-2%
TbPYK inhibitor	1%	1%	-1%	0%	-1%	-1%
AmpC detergent	5%	-3%	-3%	?	0%	1%
LmPK inhibitor	1%	-9%	-2%	9%	-26%	7%
AMA1 RON2 block	-2%	2%	27%	-2%	3%	-2%
HCMV antiviral	-15	-7	nt	-5	?	?
AmpC inh no detg	-20%	-4%	-10%	-7%	-48%	-17%

The closing four compounds of the part before come first, to join the parts:
#15 Cc1ccc(NC(=O)c2cc3ccccc3oc2=O)cc1S(=O)(=O)N(C)C
#16 CCOC(=O)C1CCN(S(=O)(=O)Cc2ccccc2)C1=O (stereo not given)
#17 O=C(Nc1ccc(F)cc1)c1cc2c(s1)CCCC2
#18 Cn1c2ccccc2c2n[nH]c(=O)nc21
#19 Cc1ccc2[nH]c(CSc3ccccc3)cc(=O)c2c1
#20 Cc1nc(NCc2ccccn2)c2c3c(sc2n1)CCCC3
#21 Cn1cnnc1SC(C(=O)Nc1cccc(C(F)(F)F)c1)c1ccccc1 (stereo not given)
#22 COc1cc(CNCCO)cc(Cl)c1OCc1ccccc1Cl
#23 Cc1ccc(CN(C(=O)c2ccc(F)cc2)c2ccccn2)o1
#24 N#Cc1cc2c([nH]c1=S)CCCCCC2
Assay by compound	15	16	17	18	19	20	21	22	23	24
Sm TGR inh	5%	0%[11.4 µM]	-1%	-2%	5%	11%	-13%	15%	-4%	?
TbPYK inhibitor	-1%	0%	-1%	-1%	-5%	-5%	0%	24%	-6%	?
AmpC detergent	-3%	?	0%	1%	1%	-5%	-2%	-2%	1%	-13%
LmPK inhibitor	-2%	9%	-26%	7%	-6%	0%	7%	-3%	nt	15%
AMA1 RON2 block	27%	-2%	3%	-2%	-1%	19%	14%	2%	nt	26%
HCMV antiviral	nt	-5	?	?	?	-17	40	-30	0	-5
AmpC inh no detg	-10%	-7%	-48%	-17%	-50%	182%[activator]	83%[activator]	48%	nt	-34%

Single values from the results shown.
Under TbPYK inhibitor, entry 22 has 24%
Under AmpC detergent, entry 19 has 1%

Following part
#25 Cc1ccc(S(=O)(=O)N2CCCN(C(=O)OC(C)(C)C)CC2)cc1
#26 Cc1ccc(C=NNC(=O)c2cc(-c3cccnc3)nc3ccccc23)o1
#27 COCCCNC(=O)c1ccc(N(C)S(C)(=O)=O)cc1
#28 NS(=O)(=O)c1ccc(Nc2ccccc2)c([N+](=O)[O-])c1
#29 O=C(O)C1C2CCC(O2)C1C(=O)Nc1ccc(Cl)cc1F (stereo not given)
#30 O=C(CN1C(=O)NC2(CCCC2)C1=O)Nc1ccc(C(F)(F)F)cc1
Assay by compound	25	26	27	28	29	30
Sm TGR inh	-8%	nt	28µM*	-10%	11%	-8%
TbPYK inhibitor	7%	-12%	3%	-1%	3%	-5%
AmpC detergent	1%	nt	-12%	-3%	-5%	?
LmPK inhibitor	1%	nt	-4%	6%	-10%	8%
AMA1 RON2 block	1%	67%[activator]	1%	-12%	0%	-19%
HCMV antiviral	1	2	-9	-7	14	-25
AmpC inh no detg	40%	-14%	-43%	-20%	-6%	0%

#31 C#CCNC(=O)c1ccc(OCc2ccccc2)cc1Cl
#32 COc1ccc(/C=N\NC(=O)c2ccc([N+](=O)[O-])c(C)c2)cc1COc1ccccc1C(N)=O
#33 Cc1cccc(C)c1NC(=O)Cn1c(=O)n(CCCC(=O)NC2CCN(Cc3ccccc3)CC2)c(=O)c2ccccc21
#34 O=C(c1ccccc1C(=O)N1CCN(c2ccc(F)cc2)CC1)N1CCN(c2ccc(F)cc2)CC1
#35 COc1ccccc1C(=O)NCCC(=O)OCC(=O)Nc1ccc(S(N)(=O)=O)cc1
#36 CN(C)CCCN(C(=O)c1cc2ccccc2oc1=O)c1nc2c(F)cccc2s1
Assay by compound	31	32	33	34	35	36
Sm TGR inh	5%	-5%	-8%	-9%	-19%	-16%
TbPYK inhibitor	-23%	0%	-11%	-6%	-14%	3%
AmpC detergent	6%	0%	-4%	-21%	-1%	?
LmPK inhibitor	-11%	-9%	6%	5%	nt	0%
AMA1 RON2 block	-16%	4%	30%	-12%	4%	-10%
HCMV antiviral	-23	-4	-37	-24	-9	-26
AmpC inh no detg	0%	-19%	2%	138%[activator]	-9%	14%

Compounds shown so far that have an aryl thioether with sulfur outside any ring, in the order listed:
#3 Cc1nc(SCC(=O)NC(=O)NC(C)C)nc(C)c1C
#8 CCn1c(SCC(=O)Nc2nc(-c3ccc(C)cc3)cs2)nnc1-c1ccccc1O
#19 Cc1ccc2[nH]c(CSc3ccccc3)cc(=O)c2c1
#21 Cn1cnnc1SC(C(=O)Nc1cccc(C(F)(F)F)c1)c1ccccc1 (stereo not given)
Assay by compound	3	8	19	21
Sm TGR inh	-2%	-2%	5%	-13%
TbPYK inhibitor	-4%	-1%	-5%	0%
AmpC detergent	-1%	6%	1%	-2%
LmPK inhibitor	5%	3%	-6%	7%
AMA1 RON2 block	0%	3%	-1%	14%
HCMV antiviral	13	-70*	?	40
AmpC inh no detg	-7%[2.29 µM]	-8%	-50%	83%[activator]

(cont.)
#37 COc1cc(Cl)cc(C=O)c1OCC(=O)O
#38 COC(=O)c1cc2ccccc2c(=O)s1
#39 COCCCNC(=O)Cn1ccc(NC(=O)OCc2ccccc2)nc1=O
#40 COc1cc(-c2coc3c(C(=O)NCc4cccc(Cl)c4)cccc23)ccc1O
#41 CS(=O)(=O)N(Cc1ccccc1)c1ccc(C(=O)NCc2ccccc2)cc1
#42 CCOC(=O)CSc1ncc(OC)c(=O)[nH]1
Assay by compound	37	38	39	40	41	42
Sm TGR inh	10%	-2%	-11%	nt	-15%	-6%
TbPYK inhibitor	8%	0%	1%	2%	-3%	8%
AmpC detergent	6%	1%	-7%	nt	?	3%
LmPK inhibitor	5%	-4%	nt	nt	1%	7%
AMA1 RON2 block	-5%	7%	9%	-14%	7%	17%
HCMV antiviral	-30	35	5	-9	23	6
AmpC inh no detg	-8%	-8%	-1%	nt	-13%	?

#43 Cc1ccc(S(=O)(=O)Nc2ccc(S(=O)(=O)NC(C)(C)C)cc2)cc1
#44 Cc1cccc(NC(=O)C2CCCN(S(=O)(=O)c3ccc4[nH]c(=O)ccc4c3)C2)c1 (stereo not given)
#45 COc1ccc(-c2nnc(C3CCN(C(=O)c4ccccc4F)CC3)o2)cc1
#46 CC(C(=O)Nc1cc([N+](=O)[O-])ccc1Cl)N1CCN(c2ccccc2)CC1 (stereo not given)
#47 CCc1nc2ccc(C(=O)NCCc3ccccn3)cn2c1N(C)Cc1cccs1
#48 CCOC(=O)CC(NC(=O)c1cc2c(=O)n3cccc(C)c3nc2s1)c1ccc(OCC)c(OC)c1 (stereo not given)
Assay by compound	43	44	45	46	47	48
Sm TGR inh	0%	-15%	0%	-1%	nt	4%
TbPYK inhibitor	-9%	8%	?	-1%	0%	4%
AmpC detergent	-11%	-17%	-7%	-11%	nt	15%
LmPK inhibitor	5%	8%	nt	-3%	nt	nt
AMA1 RON2 block	-10%	15%	nt	3%	-3%	nt
HCMV antiviral	-12	21	-105*	?	?	36
AmpC inh no detg	-31%	-26%	nt	-13%	nt	nt

#49 O=C(OCC(=O)N1CCN(C(=O)c2ccco2)CC1)c1ccccc1C(=O)c1ccccc1
#50 CC(C)(C)c1ccc(NC(=O)N2CCCN(c3c(Cl)cncc3Cl)CC2)cc1
#51 N/C(=N\OC(=O)c1ccc(Cl)c(Cl)c1)c1ccccn1
#52 Fc1ccccc1Sc1ccccc1CNC1=NCCN1
#53 CC(C)CC(=O)Nc1ccc2oc(-c3ccncc3)nc2c1
Assay by compound	49	50	51	52	53
Sm TGR inh	-3%	6%	9%	1%	8%
TbPYK inhibitor	-1%	-1%	-3%	-13%	-12%
AmpC detergent	-10%	3%	3%	0%	-6%
LmPK inhibitor	-1%	3%	-29%	-3%	-3%
AMA1 RON2 block	2%	-8%	48%[activator]	17%	2%
HCMV antiviral	-7	-28	114	-61*	34
AmpC inh no detg	52%	-21%	-16%	-1%	-10%
